Screening data as filed in PubChem BioAssay.
Jurkat NFkB inh = inhibitors of the PMA/ionomycin-induced NF-kB reporter in Jurkat cells; PMA/ionomycin-induced NF-kB luciferase reporter, luminescence; inhibition, % at 4 µM; hit rate 0.53% among 330,000; AID 435003; in the data active = inhibition above about 50%
TIM10 inh = growth inhibitors of TIM10 yeast strain | S. cerevisiae TIM10 strain growth, BacTiter-Glo luminescence, 24 h | inhibition, % at 10 µM | hit rate 1.4% among 330,000 | AID 463195;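 active = inhibition of 40% or more at the single tested concentration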;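 also: wild-type TIM10 isogenic control strain grown at permissive 25 °C; 0% = DMSO yeast wells and 100% = minimal medium wells without yeast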
Mdm2-MdmX inh = human Mdm2/MdmX binding inhibition | hit rate 3% among 330,000 | AID 485346 | O15151+Q00987 | inhibition, % at 8 µM | SaOS-2 split-luciferase Mdm2/MdmX complementation, luminescence;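 active = inhibition of at least 50% at 8 µM in the primary screen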
Target sequence (O15151 whole entry, looked up): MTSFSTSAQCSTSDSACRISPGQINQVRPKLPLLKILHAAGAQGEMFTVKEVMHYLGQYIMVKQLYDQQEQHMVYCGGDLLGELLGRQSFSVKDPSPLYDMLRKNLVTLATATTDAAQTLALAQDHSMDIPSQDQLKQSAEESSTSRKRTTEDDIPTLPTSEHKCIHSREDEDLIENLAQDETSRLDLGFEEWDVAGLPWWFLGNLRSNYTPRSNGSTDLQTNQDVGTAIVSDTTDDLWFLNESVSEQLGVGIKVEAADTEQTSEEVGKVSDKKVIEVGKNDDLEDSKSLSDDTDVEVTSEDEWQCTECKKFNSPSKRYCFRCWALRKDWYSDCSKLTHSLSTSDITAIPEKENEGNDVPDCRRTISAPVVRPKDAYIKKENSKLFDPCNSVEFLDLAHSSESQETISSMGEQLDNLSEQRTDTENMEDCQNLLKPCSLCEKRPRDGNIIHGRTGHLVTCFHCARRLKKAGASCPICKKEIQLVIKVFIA
Target sequence (Q00987 whole entry, looked up): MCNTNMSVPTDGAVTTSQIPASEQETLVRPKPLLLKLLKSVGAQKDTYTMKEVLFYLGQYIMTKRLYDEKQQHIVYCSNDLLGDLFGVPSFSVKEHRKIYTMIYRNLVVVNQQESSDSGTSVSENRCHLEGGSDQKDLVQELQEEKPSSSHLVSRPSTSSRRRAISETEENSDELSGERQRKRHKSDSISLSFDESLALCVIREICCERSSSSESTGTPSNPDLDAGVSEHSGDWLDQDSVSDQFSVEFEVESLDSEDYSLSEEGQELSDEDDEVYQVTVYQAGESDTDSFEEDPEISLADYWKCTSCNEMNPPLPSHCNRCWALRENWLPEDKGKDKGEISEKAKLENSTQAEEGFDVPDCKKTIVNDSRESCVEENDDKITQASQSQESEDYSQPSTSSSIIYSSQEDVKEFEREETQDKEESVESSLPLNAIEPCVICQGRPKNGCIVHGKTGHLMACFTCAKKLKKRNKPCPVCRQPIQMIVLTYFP
tim23-1 inh = inhibits growth of tim23-1 mutant yeast. hit rate 1.3% among 330,000. AID 463212. inhibition, % at 20 µM. S. cerevisiae tim23-1 growth, BacTiter-Glo luminescence, 24 h;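 active = growth inhibition of the mutant yeast at or above 50%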;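 also: temperature-sensitive mutant grown at 25 °C; plate controls were DMSO-treated mutant yeast for no effect and medium wells lacking yeast for full effect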
CHOP UPR activ = apoptotic UPR (CHOP) activation. activation, % at 10 µM. CHO-CHOP luciferase reporter, luminescence; percent of tunicamycin response over DMSO baseline. hit rate 0.34% among 330,000;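 active = at 10 µM dose, activation of 40% or more, normalized to positive control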;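 also: 100% = tunicamycin at 10 µg/mL and 0% = DMSO alone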
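Test system: CHO-CHOP cells, stable luciferase reporter of PERK-eIF2a-CHOP signalling | Quantity: 500 CHO-CHOP cells per well | Buffer or medium: F12 plus 10% serum | Compound dosing: 10 µM single point, 0.5% DMSO | Schedule: 6 h compound treatment, 37 °C | Signal: Luciferase luminescence | Control set: Tunicamycin high control, DMSO low control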
697 NFkB inh = lowers PMA/ionomycin-induced NF-kB signal in 697 B cells. AID 435022. 697 B-cell NF-kB luciferase reporter, 16 h. hit rate 0.33% among 330,000. inhibition, % at 4 µM; in the data active = inhibition above about 35%
tim10-1 inh = growth inhibitors of tim10-1 mutant yeast; S. cerevisiae tim10-1 ts strain growth, BacTiter-Glo, 24 h; inhibition, % at 20 µM; hit rate 2.2% among 330,000; AID 463190;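 active = inhibition of at least 40%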;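 also: mutant grown at 25 °C; 0% = DMSO wells with yeast and 100% = wells holding no yeast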
XBP1 UPR activ = activators of adaptive arm of unfolded protein response (XBP1). activation, % at 20 µM. CHO-XBP1 luciferase reporter, IRE1-XBP1 UPR activation, luminescence; percent of tunicamycin response, DMSO as zero. hit rate 0.33% among 330,000;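 active = versus positive control, 20 µM dose yields 30% or more activation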;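 also: 100% = tunicamycin at 10 µg/mL and 0% = DMSO only wells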
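Material: CHO-XBP1 cells stably carrying IRE1-XBP1-driven luciferase reporter | Medium: F12 with 10% serum | Compound dosing: 20 µM single concentration, DMSO 1% | Incubation: Overnight seeding at 37 °C, 6 h compound treatment at 37 °C | Detection: Steady-Glo luminescence read | Read-out basis: % activation of reporter signal versus tunicamycin and DMSO controls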
An asterisk follows results filed as active.

SMILES	Jurkat NFkB inh	TIM10 inh	Mdm2-MdmX inh	tim23-1 inh	CHOP UPR activ	697 NFkB inh	tim10-1 inh	XBP1 UPR activ
COC(=O)CNC(=O)/C=C/c1ccc(OC)cc1	-1	-15	30	-13	0.8	12	4	2
Cc1cccc(NC(=O)CSc2nc3ccccc3o2)c1	-98	20	-235	35	-0.4	-68	26	4
COC(=O)c1ccc(CN2CCN(Cc3ccccc3)C(CCO)C2)cc1 (stereo not drawn)	-2	0	3	-4	-2.2	15	9	8
CCN(CC(=O)N1CCCCCC1)S(=O)(=O)c1ccc(Cl)cc1	-6	-8	-3	18	-2.0	5	17	0
O=C(O)c1sccc1Oc1ccc(NS(=O)(=O)c2ccccc2)cc1	-2	5	15	6	-0.8	19	-3	-6
Cc1ccc(C)c(NC(=O)C(Sc2nc3ccc(C)cc3[nH]2)c2ccccc2)c1 (stereo not drawn)	-5	16	30	14	-1.2	10	12	1
O=S(=O)(Cc1ccc(Cl)cc1)N1CCN(Cc2ccccc2)CC1	0	5	21	-7	1.8	14	16	-2
O=C(Cc1cccs1)N(c1ccc(F)cc1)C1(C(=O)NC2CCCCC2)CCCC1	-20	28	-19	28	1.9	-12	29	0
CC1(C)CC(=O)C([N+](=O)[O-])=C(NCCCC(=O)O)C1	-14	-10	-1	-1	2.6	-19	-13	0
COc1ccc(OC)c(CCNC(=O)CCc2nnc3ccc(N4CCCCC4)nn23)c1	-16	-2	28	-5	1.7	-7	-3	-2
O=C(COC(=O)c1ccc(S(=O)(=O)N2CCCC2)cc1)NCCc1ccc(F)cc1	-7	1	-5	2	1.1	2	-1	2
O=c1cc(-c2ccccc2)c2cc3c(cc2[nH]1)OCCO3	4	17	27	13	-1.5	-13	-4	1
Cc1ccc([N+](=O)[O-])cc1-c1ccc2cccc(C)c2n1	-8	-19	11	-4	1.0	5	-1	7
CC(=O)NCCc1ccc(S(=O)(=O)N2CCN(c3nc(-c4ccccc4)c(C)s3)CC2)cc1	17	1	28	31	3.3	5	-19	-4
O=C(COC(=O)CN1C(=O)c2ccccc2C1=O)Nc1ccccc1[N+](=O)[O-]	15	5	-3	24	0.9	6	14	-1
COc1ccc(N(CC(=O)Nc2ccc(C)c(C)c2)S(=O)(=O)c2c(C)noc2C)cc1	15	13	6	44	1.4	-21	45*	-10
COc1ccccc1N1CCN(S(=O)(=O)CCNC(=O)c2cccc(F)c2)CC1	4	1	19	12	1.2	-3	-4	1
CN(Cc1ccco1)C(=O)c1cc2c(s1)-c1ccc(Cl)cc1S(=O)(=O)C2	5	-8	-3	7	-1.1	-9	9	-5
CS(=O)(=O)N(CCc1ccccc1)CC(=O)N1CCCC1	13	14	-16	7	0.6	7	5	0
CCOC(=O)c1cccc(NS(=O)(=O)c2ccc(NC(C)=O)cc2)c1	21	-2	43	2	-4.0	5	6	1
CCn1c(SCC(=O)Nc2ccc(NC(=O)c3cccs3)cc2)nnc1-c1cccnc1	-19	-1	14	-6	-1.2	7	-11	-3
COc1ccc(-n2c(=S)[nH]c3cc(C(=O)NC4CCCCC4)ccc3c2=O)c(OC)c1	23	12	13	-2	-0.2	21	11	-1
CC(=O)c1ccc(NC(=O)C2CCN(S(=O)(=O)c3cccs3)CC2)cc1	-36	7	-15	15	2.6	-47	10	2
CC(C)CNS(=O)(=O)c1ccc(C(=O)Nc2ccc3c(c2)OCCO3)cc1	-66	-19	6	3	4.2	-56	-5	0
O=C(Nc1ccccc1)c1nsnc1C(=O)Nc1ccccc1	0	-3	30	-9	-1.7	-2	-5	2

The last 4 records of the part above lead into the next.
SMILES	Jurkat NFkB inh	TIM10 inh	Mdm2-MdmX inh	tim23-1 inh	CHOP UPR activ	697 NFkB inh	tim10-1 inh	XBP1 UPR activ
COc1ccc(-n2c(=S)[nH]c3cc(C(=O)NC4CCCCC4)ccc3c2=O)c(OC)c1	23	12	13	-2	-0.2	21	11	-1
CC(=O)c1ccc(NC(=O)C2CCN(S(=O)(=O)c3cccs3)CC2)cc1	-36	7	-15	15	2.6	-47	10	2
CC(C)CNS(=O)(=O)c1ccc(C(=O)Nc2ccc3c(c2)OCCO3)cc1	-66	-19	6	3	4.2	-56	-5	0
O=C(Nc1ccccc1)c1nsnc1C(=O)Nc1ccccc1	0	-3	30	-9	-1.7	-2	-5	2
COc1cccc(C(=O)CC(=O)C(=O)Nc2cc(Cl)c(OC)cc2OC)c1	-29	16	-3	14	-0.5	-19	-7	8
O=C(COC(=O)c1cccc(S(=O)(=O)N2CCCCCC2)c1)Nc1ccccc1C(F)(F)F	4	2	-4	18	-0.9	-22	19	1
Cc1nc(S/C(=C/c2ccc(-c3cc(Cl)ccc3C)o2)C(=O)O)n[nH]1	6	-8	18	13	2.7	3	6	3
N#Cc1ccc(C(=O)Nn2cnnc2)cc1	7	6	26	-1	-0.4	-1	-5	0
CCOc1ccc(C(=O)CCC(=O)NC(CC(C)C)C(=O)OC)cc1 (stereo not drawn)	-3	-2	13	-6	-0.4	9	5	1
Cc1cc(C)n(CC(=O)N/N=C/c2cccs2)n1	-36	0	10	10	4.2	-13	-4	0
O=C(Nc1ncccn1)C12CC3CC(CC(C3)C1)C2	-14	-8	0	10	-0.6	7	11	-3
CSc1cccc(NS(=O)(=O)c2ccc3c(c2)oc(=O)n3C)c1	11	11	26	16	-0.4	4	15	-2
Cc1ccc(N2CCN(S(=O)(=O)N3CCCCCC3)CC2)cc1Cl	-5	15	26	17	-0.9	-2	16	-2
O=C(COC(=O)c1cccc(Br)c1)NCCC1=CCCCC1	-7	21	24	-5	0.4	3	14	2
Cn1c(=O)[nH]c(=O)c2c1nc(N1CCC(Cc3ccccc3)CC1)n2Cc1ccccc1	-18	7	29	15	-0.2	-15	24	-3
Cc1nc2ccc(NC3=NCCCCC3)cc2s1	-4	9	-1	6	-0.2	13	-5	0
C=CCn1c(SCC(=O)OC)nc2sc3c(c2c1=O)CCN(C)C3	11	7	23	5	-2.0	20	11	0
S=C(Nc1ccc(Oc2ccccc2)cc1)Nc1cccnc1	-37	14	-24	14	0.9	-114	16	2
CC(=O)Nc1cccc(N2C(=O)CCC2=O)c1	2	-3	-1	24	-2.0	14	9	-4
FC(F)(F)c1cc(C(F)(F)F)c2ccc(N3CCN(c4ccccc4)CC3)nc2n1	3	-5	13	7	1.1	13	18	1
CCN1CCN(c2cc(C(C)C)nc3c(-c4ccccc4)c(C)nn23)CC1	17	28	55*	-1	3.0	15	8	-3
O=C(NNc1c2ccccc2nc2ccccc12)c1ccc(O)cc1O	-23	8	-5	-5	-0.9	-86	3	16
COc1ccc(-c2nc(CS(=O)CC(=O)NCc3ccccc3)c(C)o2)cc1OC (stereo not drawn)	-4	3	3	-4	-0.9	-3	-4	-2
OC(CNCC1(N2CCCCC2)CCCCC1)COc1ccc(Cl)cc1Cl (stereo not drawn)	-36	13	22	21	-1.1	10	11	-3
CS(=O)(=O)N(CC(=O)N1CCN(c2ccc(F)cc2)CC1)C1CCCCC1	1	-3	-12	15	0.5	-37	13	-1
N#C/C(C(=O)NCc1ccccc1)=C1\SC(CCO)C(=O)N1c1ccccc1 (stereo not drawn)	-7	-6	14	10	0.2	7	12	-3
CC(C)(C)c1ccc(C(=O)Nc2cccnc2)cc1	-127	1	-86	20	-1.2	7	12	-5
CC(c1ccccc1)N1CC(C(=O)N2CCN(c3ccc(F)cc3)CC2)CC1=O (stereo not drawn)	12	10	-2	14	0.7	-10	16	-1
COc1ccccc1CNC(=O)c1cc(C(C)C)nc2ccccc12	-11	-29	-14	19	0.1	6	-17	-4

Compound profiles, from the list above.
O=C(COC(=O)c1cccc(S(=O)(=O)N2CCCCCC2)c1)Nc1ccccc1C(F)(F)F in the list: Jurkat NFkB inh: 4; TIM10 inh: 2; Mdm2-MdmX inh: -4; tim23-1 inh: 18; CHOP UPR activ: -0.9; 697 NFkB inh: -22; tim10-1 inh: 19; XBP1 UPR activ: 1
CCN1CCN(c2cc(C(C)C)nc3c(-c4ccccc4)c(C)nn23)CC1 in the list: Jurkat NFkB inh: 17; TIM10 inh: 28; Mdm2-MdmX inh: 55*; tim23-1 inh: -1; CHOP UPR activ: 3.0; 697 NFkB inh: 15; tim10-1 inh: 8; XBP1 UPR activ: -3

New compounds follow.
SMILES	Jurkat NFkB inh	TIM10 inh	Mdm2-MdmX inh	tim23-1 inh	CHOP UPR activ	697 NFkB inh	tim10-1 inh	XBP1 UPR activ
Cc1cccc(NC(=O)CSc2ncnc3c2oc2ccccc23)c1	5	-3	-18	17	-0.1	18	-1	1
OCC(O)C1OC(Nc2ccc(Cl)cc2)C(O)C1O (stereo not drawn)	2	-3	2	24	-0.2	-5	14	-2
CC(=O)OCc1nc2ccccc2s1	-105	-18	-36	-5	4.0	-82	-6	1
CC(Sc1cccc[n+]1[O-])C(=O)NC1CCCCC1C (stereo not drawn)	-6	0	1	0	1.9	-6	6	6
COc1cc(/C=N\NC(=O)C2CC3C=CC2C3)ccc1O (stereo not drawn)	-3	9	8	13	0.7	-14	14	4
COc1ccc(CN(C(=O)c2ccco2)c2ccc(C)c(C)c2)cc1	1	10	58*	23	1.6	-11	32	0
Cc1ccc(NC(=S)/N=C(\N)Nc2nc(C)c3ccccc3n2)cc1C	-9	21	36	37	-1.3	-14	31	0
O=C(Nc1ccc(NC(=S)NC(=O)c2cccs2)cc1)c1ccco1	-14	-15	8	-2	2.9	3	-27	-2
COc1ccc(CCNC(=O)CN(c2cc([N+](=O)[O-])ccc2OC)S(C)(=O)=O)cc1OC	1	11	0	-4	1.1	23	1	-2
CCn1c(CC(=O)Nc2ccc(C)c(Cl)c2)nnc1SCCOc1ccc(OC)cc1	6	5	28	-13	-0.1	8	20	0
O=[N+]([O-])c1cccc(-c2n[nH]c(=S)n2-c2ccccc2)c1	7	19	-35	15	0.4	0	9	-1
O=C(CCc1ccccc1)Nc1ccc2ccccc2n1	-95	-8	-168	12	5.3	-104	3	1
CCOc1ccc(NC(=O)C2C3C=CC4(CN(C(C(=O)OC)C(C)C)C(=O)C24)O3)cc1 (stereo not drawn)	-7	0	14	11	-0.2	14	8	-3
Cc1ccc(NC(=O)CSc2nnc([C@@H]3CCCN3C(=O)OC(C)(C)C)o2)c(C)c1	-4	9	14	14	2.2	4	19	-1
COCCNC(=O)c1c(CS(=O)(=O)c2ccccc2)noc1C(=O)NCc1ccccc1	-15	-7	16	-10	0.8	16	1	-3
CCOC(=O)N1CCN(C(=O)C2CCN(c3ncnc4c3sc3cccc(F)c34)CC2)CC1	5	9	15	20	0.9	10	-1	-5

Only Mdm2-MdmX inh and tim23-1 inh, for some of the entries so far:
SMILES	Mdm2-MdmX inh	tim23-1 inh
Cc1ccc(NC(=S)/N=C(\N)Nc2nc(C)c3ccccc3n2)cc1C	36	37
CCn1c(CC(=O)Nc2ccc(C)c(Cl)c2)nnc1SCCOc1ccc(OC)cc1	28	-13

Nothing new here: an excerpt of the list.
SMILES	Jurkat NFkB inh	TIM10 inh	Mdm2-MdmX inh	tim23-1 inh	CHOP UPR activ	697 NFkB inh	tim10-1 inh	XBP1 UPR activ
Cc1ccc(NC(=O)CSc2nnc([C@@H]3CCCN3C(=O)OC(C)(C)C)o2)c(C)c1	-4	9	14	14	2.2	4	19	-1
COCCNC(=O)c1c(CS(=O)(=O)c2ccccc2)noc1C(=O)NCc1ccccc1	-15	-7	16	-10	0.8	16	1	-3
CCOC(=O)N1CCN(C(=O)C2CCN(c3ncnc4c3sc3cccc(F)c34)CC2)CC1	5	9	15	20	0.9	10	-1	-5
